E-sel inducer: E-selectin induction in HUVECs, primary screen, imaging, HUVEC, immunofluorescence imaging, single point; 0.37% of 260,000 active; activation, % at 7.58 µM; normalized: neutral wells 0, TNF-alpha wells 100; AID 686992, 2013;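 active means mean E-selectin-positive cell signal at least 10% of the positive control, reached in at least 60% of replicates, without over 20% cell loss; inconclusive means no rule given, readout overlaps actives, possibly toxicity-flagged; inactive means the rest, including those meeting only one limit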;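 further: in these data hits start at about 27%; measured in HUVEC primary endothelial cells; signal is the percent of cells scored E-selectin positive by PE staining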
Target sequence (P16581 whole entry, looked up): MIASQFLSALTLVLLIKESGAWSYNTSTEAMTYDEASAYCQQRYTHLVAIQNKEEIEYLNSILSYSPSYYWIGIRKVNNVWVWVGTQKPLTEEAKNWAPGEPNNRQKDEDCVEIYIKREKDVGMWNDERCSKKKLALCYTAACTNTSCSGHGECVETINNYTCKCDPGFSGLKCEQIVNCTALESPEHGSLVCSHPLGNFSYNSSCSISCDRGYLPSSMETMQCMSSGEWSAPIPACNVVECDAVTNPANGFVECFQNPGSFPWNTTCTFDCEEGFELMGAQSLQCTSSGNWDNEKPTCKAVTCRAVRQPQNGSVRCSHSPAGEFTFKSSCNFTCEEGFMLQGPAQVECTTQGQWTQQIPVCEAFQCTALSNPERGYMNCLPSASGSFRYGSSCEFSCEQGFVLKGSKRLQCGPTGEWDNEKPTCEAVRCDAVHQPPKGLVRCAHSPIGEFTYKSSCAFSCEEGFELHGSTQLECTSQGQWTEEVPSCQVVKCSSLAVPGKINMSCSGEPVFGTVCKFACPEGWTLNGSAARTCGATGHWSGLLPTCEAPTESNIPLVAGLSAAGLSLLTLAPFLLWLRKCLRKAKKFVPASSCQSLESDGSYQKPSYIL
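Read-out basis: % PE-positive cells; Test system: HUVEC primary endothelial cells; Technique: immunofluorescence imaging; Dosing: single-point compound dose.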
PglD inh: C. jejuni PglD acetyltransferase inhibitors, primary screen, biochemical, DTNB colorimetric, single point; purified PglD enzyme, DTNB colorimetric CoA detection; inhibition, % at 12.5 µM; AID 602405, 2012; UDP-N-acetylbacillosamine N-acetyltransferase PglD (Campylobacter jejuni); 0.098% of 360,000 active; in the data active means inhibition above about 16%, passing the limit was not always enough; inconclusive means no clear call, values can overlap the other calls; further: strong numbers were not always called active
miR122 inh: miR-122 Renilla sensor signal increase in Huh7, primary screen, miR-122 inhibitor project, cell-based, single point, plate reader; Huh7 miR-122 Renilla luciferase sensor, 48 h; neutral wells = 0, positive control = 100; activation (reporter increase), % at 12.5 µM; 0.3% of 340,000 active; AID 602342, 2012;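 active means mean replicate activation score at least 90 and every replicate individually at or above 90; inconclusive means only one of the two criteria met; inactive means neither criterion met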;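 further: higher luciferase means less miR-122 activity so hits act as miR-122 inhibitors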
ERAP1 inh: human ERAP1 aminopeptidase inhibitors, primary screen, biochemical, single point, plate reader. Endoplasmic reticulum aminopeptidase 1 (Homo sapiens), Q9NZ08. recombinant ERAP1, Leu-AMC fluorescence, 60 min. inhibition, % at 10.7 µM. 0.15% of 340,000 active. AID 652197, 2013;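 active means mean replicate inhibition of at least 30%, or all replicates individually reaching that 30% level; inactive means mean below 30% and not every replicate reaching it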;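 further: 0% = neutral control wells and 100% = L-leucinethiol positive control wells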
RAD52 anneal inh: RAD52 DNA annealing inhibitors, primary screen, biochemical, FRET, single point, set 2. DNA repair protein RAD52 homolog (Homo sapiens), P43351. recombinant RAD52 DNA annealing, FRET fluorescence. inhibition, % at 18.7 µM. 0.46% of 360,000 active. AID 651710, 2012;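 active means every replicate showing at least 50% inhibition; inconclusive means mean inhibition at least 50% but not in every replicate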
Target sequence (P43351 whole entry, looked up): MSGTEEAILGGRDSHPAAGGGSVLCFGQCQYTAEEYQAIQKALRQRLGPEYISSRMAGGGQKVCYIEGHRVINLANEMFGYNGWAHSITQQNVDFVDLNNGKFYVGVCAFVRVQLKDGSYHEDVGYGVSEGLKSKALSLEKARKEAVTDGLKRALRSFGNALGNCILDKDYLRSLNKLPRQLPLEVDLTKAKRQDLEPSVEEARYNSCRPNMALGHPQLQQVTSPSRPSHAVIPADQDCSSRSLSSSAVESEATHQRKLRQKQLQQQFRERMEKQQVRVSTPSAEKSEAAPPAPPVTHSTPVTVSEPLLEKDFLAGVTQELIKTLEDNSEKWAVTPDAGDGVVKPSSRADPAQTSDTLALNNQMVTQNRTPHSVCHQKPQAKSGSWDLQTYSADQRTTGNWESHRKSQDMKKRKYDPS
RAD54 branch: inhibitors of human RAD54 branch migration, primary screen, biochemical, fluorescence, single point; DNA repair and recombination protein RAD54-like (Homo sapiens), Q92698; RAD54 Holliday junction branch migration, FAM/BHQ fluorescence; inhibition, % at 10.4 µM; 0.14% of 360,000 active;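 active means mean normalized replicate activity at least 40 and at least half of replicates scoring 40 or more; inconclusive means only one of the two criteria met; inactive means mean below 40 and under half of replicates reaching 40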;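 further: 0% = median of neutral control wells and 100% = median of positive control wells; inhibitors cause a drop in the FAM fluorescence signal; in these data hits start at about 50%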
Cneo AK release: Cryptococcus neoformans cell lysis inducers, primary screen, AK release luminescence, single concentration | 0.2% of 360,000 active | lysis activity, % at 15 µM | C. neoformans lysis, adenylate kinase release luminescence, 4 h; normalised: neutral wells 0, clomiphene wells 100;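 active means mean lysis activity across replicates of at least 80%, whatever share of replicates individually reach that level; inactive means mean lysis activity below 80%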
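Assay system: C. neoformans cells. Amount: yeast cell density of 5 × 10^6 cells/mL. Technique: AK luminescence. Buffer or medium: YPD. Times: static 4 h at 37 °C with compound, 1 h detection. Dosing: single-point compound dose. Read-out: lysis from increased AK signal.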
PGC1a acetyl inh: inhibitors of PGC1a acetylation signal, primary screen, cell-based, U2OS, AlphaScreen, inhibitor mode. AID 651687, 2012. AlphaScreen anti-acetyl-lysine; with virally co-expressed GCN5 acetyltransferase. inhibition, % at 15.6 µM. 0.17% of 350,000 active;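 active means every replicate shows inhibition of at least 40%; inconclusive means mean inhibition at least 40% but some replicate below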;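 further: 0% = neutral control wells and 100% = positive control wells; some results beyond the cut were filed as inactive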
* hit, by the source's call; ? = inconclusive; . = no result given; & = joins results of further samples; [ ] = remark or other dose.

SMILES	E-sel inducer	PglD inh	miR122 inh	ERAP1 inh	RAD52 anneal inh	RAD54 branch	Cneo AK release	PGC1a acetyl inh
C[C@H](CO)N1C[C@H](C)[C@H](CN(C)Cc2ccc(Cl)c(Cl)c2)OCc2ccccc2-c2c(n(C)c3ccccc23)C1=O	2.1	.	.	-2	8	.	.	-3
CC1(C)CC(=O)C2=C(C1)NC(=O)CC2c1ccc(F)cc1 (stereo not given)	.	3	-1	.	.	-6	2	-5
CCCN1C[C@H](C)[C@@H](OC)CN(C)C(=O)c2ccc(NC(=O)C3CCOCC3)cc2OC[C@H]1C	-0.2	0	.	2	-3	-4	9	-1
COc1cccc(OCc2cc(C(=O)NCC3CCCCC3)no2)c1	.	7	-1	0	-2	-5	3	7
CC(NC(=O)/C=C/c1cnc2ccccc2n1)C12CC3CC(CC(C3)C1)C2 (stereo not given)	-0.3	3	-1	3	-10	-1	0	.
COc1ccccc1OCC(=O)NCC1CCCN(Cc2cnn(C)c2C)C1 (stereo not given)	-0.6	4	.	-1	-4	4	2	.
COc1ccc(S(=O)(=O)Nc2ccc3c(c2)[C@H]2C[C@@H](CC(=O)NCC4CC4)O[C@@H](CO)[C@H]2O3)cc1	0.0	1	-6[16.7 µM]	1	6	14	-1	-2
O=C(C[C@H]1CC[C@H]2[C@@H](COC[C@@H](O)CN2Cc2ccc(Oc3ccccc3)cc2)O1)N1CCOCC1	-0.1	1	2[16.7 µM]	-2	11	-5	-4	-2
C[C@@H]1CN([C@H](C)CO)C(=O)c2cc(NS(=O)(=O)c3ccccc3)ccc2O[C@@H](C)CCCCO[C@@H]1CN(C)C(=O)Cc1ccccc1	-0.3	4	12[16.7 µM]	-2	9	-5	61	-1
COCCn1c(SCC(=O)NC(=O)NC2CCCCC2)nc2ccccc2c1=O	.	-4	3	2	-9	-8	0	2
CCc1ccccc1N(CC(=O)Nc1cccc(N(C)S(C)(=O)=O)c1)S(C)(=O)=O	.	2	0	0	2	-1	-4	4
Cc1noc(C)c1S(=O)(=O)Nc1ccc2c(c1)C(=O)N([C@@H](C)CO)C[C@@H](C)[C@H](CN(C)C(=O)CCCN(C)C)OCCCC[C@@H](C)O2	-0.1	0	7[16.7 µM]	.	.	-3	-13	6
CCc1nnc(N2CCN(c3ncnc4c3oc3ccccc34)CC2)s1	.	-1	-23	.	.	3	-2	-11
COc1ccc(N2CC(C(=O)NCCc3c[nH]c4ccccc34)CC2=O)cc1 (stereo not given)	0.1	5	2	-8	-6	16	3	20
CN(C)CC#Cc1ccc([C@@H]2[C@@H](CO)N3C(=O)CN(C(=O)Cc4ccccc4)C[C@@H]23)cc1	-0.3	.	.	-2	-1	.	.	-12
COCC(=O)Nc1cccc(Br)c1	.	1	-5	.	.	-6	-1	-1
C[C@@H]1CN([C@@H](C)CO)C(=O)Cc2cc(NC(=O)CCCCCC(=O)Nc3ccccc3N)ccc2O[C@@H]1CN(C)Cc1ccc(C(F)(F)F)cc1	0.1	0	-25[16.7 µM]	0	-15	-1	1	0
C=C1CCN([C@@H](C)C(=O)OCc2cccc(C)c2)S(=O)(=O)c2ccccc21	1.1	-1	-2	.	-4	-4	2	-10
CCOC(=O)C1CCCN(C(=O)c2cc(CN3C(=O)c4ccccc4C3=O)ccc2OC)C1 (stereo not given)	2.1	2	.	0	20	-1	-3	1
C[C@@H]1CN([C@@H](C)CO)C(=O)Cc2cc(NC(=O)CCC(F)(F)F)ccc2O[C@@H]1CN(C)C(=O)Nc1ccc2c(c1)OCO2	-0.7	3	13[16.7 µM]	2	9	13	0	-5

Single entries from the entries so far:
C[C@@H]1CN([C@@H](C)CO)C(=O)Cc2cc(NC(=O)CCCCCC(=O)Nc3ccccc3N)ccc2O[C@@H]1CN(C)Cc1ccc(C(F)(F)F)cc1 | PGC1a acetyl inh = 0
CCc1nnc(N2CCN(c3ncnc4c3oc3ccccc34)CC2)s1 | RAD54 branch = 3

Other entries
SMILES	E-sel inducer	PglD inh	miR122 inh	ERAP1 inh	RAD52 anneal inh	RAD54 branch	Cneo AK release	PGC1a acetyl inh
Cc1cc(O)c2c(c1)C(=O)c1cc(O)cc(O)c1C2=O	0.0	10	-4	-2	-17	-2	-2	-19
COCC(=O)Nc1ccc2c(c1)C(=O)N(C)C[C@@H](OC)[C@@H](C)CN(C(=O)c1ccncc1)[C@H](C)CO2	0.0	5	0[16.7 µM]	0	-3	0	-2	2
C[C@H]1CN([C@@H](C)CO)S(=O)(=O)c2ccc(-c3ccccc3)cc2O[C@H]1CN(C)Cc1cccc(F)c1	-0.1	0	-5[16.7 µM]	-5	12	-5	16	-3
O=C(C1=C[C@H](c2ccc(Br)cc2)C[C@H](OCc2ccc(CO)cc2)O1)N1CCCC1	.	-9	.	-11	19	6	2	.
Cc1ccc(/C=C/C(=O)O)cc1S(=O)(=O)N1CCc2ccccc21	-0.4	2	.	3	-1	-4	2	.
CC(NC(=O)c1cccs1)c1ccc(Cl)cc1 (stereo not given)	5.7	-3	2	3	-14	5	-1	.
O=C(C[C@H]1CC[C@H]2[C@@H](COC[C@@H](O)CN2C(=O)C2CCOCC2)O1)NCc1ccncc1	0.0	0	-1[16.7 µM]	-2	-54	-17	-1	6
CC(C)NC(=O)C(c1ccc(F)cc1)N(C(=O)CCC(=O)Nc1ccccn1)c1ccccc1F (stereo not given)	.	2	-2	1	-8	-3	3	5
COc1ccc(CNC(=O)CSc2nnc(NC(=O)c3ccccc3F)s2)cc1	0.4	-6	4	-7	1	4	11	-8
CCCCn1c(N)c(N(CC)C(=O)c2cc(OC)cc(OC)c2)c(=O)[nH]c1=O	.	2	1	18	-21	-4	6	3
C[C@@H]1CN([C@@H](C)CO)S(=O)(=O)c2ccc(-c3ccccc3)cc2O[C@H]1CN(C)S(C)(=O)=O	-0.2	-2	4[16.7 µM]	2	9	-1	8	1
COc1ccc(CN(CC(=O)NCc2ccc(F)cc2)C(=O)CCC(=O)Nc2ccccn2)cc1	0.1	-6	2	3	-1	6	-2	-16
COc1ccc(S(=O)(=O)Nc2cccc(S(=O)(=O)N3CCCC3)c2)cc1OC	.	5	.	3	-14	6	-10	.
COCC(=O)Nc1ccc2c(c1)C(=O)N(C)C[C@H](OC)[C@H](C)CN(C(=O)NC(C)C)[C@@H](C)CO2	0.1	-1	9[16.7 µM]	1	8	2	5	-1
C[C@@H]1CCCCO[C@H](CN(C)Cc2ccc(C(F)(F)F)cc2)[C@H](C)CN([C@@H](C)CO)C(=O)c2cc(NC(=O)Nc3ccc4c(c3)OCO4)ccc2O1	0.0	1	-1[16.7 µM]	-3	-1	1	-1	0
COCCCNC(=O)c1c(N)n(/N=C/c2cccs2)c2nc3ccccc3nc12	.	-4	-1	.	.	-5	-2	-7
COc1cc(CCCN2CCNC[C@@H]2Cc2ccccc2)cc(OC)c1OC	0.1	-1	-4	14	0	-12	2	-3
O=S(=O)(NCc1cc(-c2ccccc2)no1)c1ccccc1	.	.	-4	-4	-13	.	.	-11
CCNC(=O)[C@@H]1[C@@H](CO)[C@@H]2Cn3c(ccc(/C=C/c4ccccc4)c3=O)[C@@H]2N1C(=O)C1CC1	0.2	-1	8[16.7 µM]	-2	-3	-4	1	.
CCCNC(=O)C[C@@H]1CC[C@H]2[C@H](COc3ccc(NC(=O)CCC)cc3C(=O)N2C)O1	-0.1	4	16[16.7 µM]	2	2	7	2	8
CC(C)CCN1C(=O)c2ccc(C(=O)NCC3CCCO3)cc2C1=O (stereo not given)	.	-2	-5	.	.	-2	-1	-3
O=C(O)c1cc(C2CC2)nc2ccccc12	1.2	-2	-3	.	.	0	-1	6
C[C@@H]1CN([C@@H](C)CO)C(=O)c2cc(C#CCC3CCCC3)cnc2O[C@H]1CN(C)C(=O)CN(C)C	1.0	1	-1[16.7 µM]	0	37	7	-3	2
C[C@@H]1CCCCO[C@H](CN(C)Cc2ccc(C(F)(F)F)cc2)[C@@H](C)CN([C@@H](C)CO)C(=O)c2cc(N(C)C)ccc2O1	-0.2	-2	5[16.7 µM]	0	2	0	-1	-12
COc1ccccc1C(=O)Nc1ccc2c(c1)C(=O)N(C)C[C@@H](OC)[C@@H](C)CN(C(C)=O)[C@@H](C)CO2	-0.2	15	15[16.7 µM]	2	-19	4	-1	-12
C/C=C/c1cnc2c(c1)C(=O)N([C@@H](C)CO)C[C@@H](C)[C@@H](CN(C)C(=O)C1CCCCC1)O2	0.4	-1	1[16.7 µM]	-1	-1	15	105*	2
CCOC(=O)N1CCN(c2ccc(S(=O)(=O)N3CCOCC3)cn2)CC1	.	-1	0	2	-7	-4	4	-7
CN1CCN(C(=O)c2cc3nc(-c4ccccc4)cc(-c4ccccc4)n3n2)CC1	.	1	?	.	.	1	4	-6
Cc1cccc(-c2noc(CCC(=O)Nc3ccc(C(N)=O)cc3)n2)c1	1.0	3	0	2	-20	-3	1	-8
COCC(=O)Nc1ccc2c(c1)OC[C@H](C)N(Cc1ccccn1)C[C@H](C)[C@H](OC)CN(C)C2=O	0.6	-3	.	-3	-5	0	1	-10
COC(=O)C(O)(NC(=O)NC(C)=O)C(F)(F)F (stereo not given)	.	-5	1	.	.	-1	3	7
COc1cc(-c2nc(C)c(C(C)=O)n2O)ccc1OCC(=O)Nc1ccc(F)cc1	0.4	3	-5	-1	-19	-6	-1	.
COc1ccc(C)cc1NC(=O)c1nnn(Cc2cccc(F)c2)c1N	0.2	-3	.	0	-3	-3	-4	.
Cc1ccc(Nc2nc(N)nc(CSCCO)n2)cc1	.	2	0	.	.	5	-2	-16
Cc1noc(C)c1S(=O)(=O)N(C)C[C@H]1OCCCC[C@@H](C)Oc2ccc(NC(=O)Nc3ccc(C(F)(F)F)cc3)cc2C(=O)N([C@H](C)CO)C[C@@H]1C	0.2	-1	-8[16.7 µM]	1	-8	-13	3	-4
CN1CCN(S(=O)(=O)c2cccc(C(=O)Nc3nc(-c4ccccc4)cs3)c2)CC1	.	-2	55	.	.	2	8	-8
Cc1ccc(C(=O)NC(C)CCc2ccccc2)cc1S(=O)(=O)N1CCOCC1 (stereo not given)	0.5	1	-3	-1	-4	0	-1	8
CC1Cc2ccccc2N1S(=O)(=O)c1cccc(C(=O)Nc2cccnc2)c1 (stereo not given)	4.5	2	36	3	-24	4	-5	-4
C#CCNC(=O)C1=C[C@@H](c2ccc(C(F)(F)F)cc2)C[C@@H](OCc2ccc(CO)cc2)O1	0.2	30&4	4	-6&0	14&-60	0&-6	-1&-3	-47
O=C(NCC(=O)N(CC1CCCO1)C1(C(=O)NC2CCCC2)CCCCC1)c1ccccc1 (stereo not given)	.	7	11	.	.	0	1	-3
C[C@@H]1CN([C@H](C)CO)C(=O)Cc2cc(NS(=O)(=O)c3cccs3)ccc2O[C@H]1CN(C)Cc1ccncc1	.	-1	5[16.7 µM]	.	.	1	-2	-1
C[C@@H]1CN([C@@H](C)CO)C(=O)Cc2cc(NS(=O)(=O)c3ccc(Cl)cc3)ccc2O[C@@H]1CN(C)Cc1ccccc1	0.6	1	8[16.7 µM]	2	12	0	-3	.

Screens (PubChem)
